# Bioassay records (PubChem BioAssay)
# P. falciparum M1AAP: P. falciparum M1AAP inhibitors, biochemical, fluorogenic H-Leu-NHMec substrate, 1536-well (AID 1445); Aminopeptidase N (Plasmodium falciparum (isolate 3D7)); inhibition, % at 30 µM; hits with a dose series show IC50 in µM; actives 0.42% (n = 220,000); recombinant M1AAP, H-Leu-NHMec fluorogenic kinetic assay; higher % means a stronger effect;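 active = primary inhibition above the hit cutoff, then over 50% inhibition at one or more dose response concentrations, cut at about 23% in these data, passing the limit was not always enough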;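 also: plate controls were DMSO full reaction for no effect and no enzyme background for full effect; strong numbers were not always called active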
# Dynein transport: inhibitors of GR-EGFP nuclear translocation, primary screen, dynein cargo transport inhibitor project, imaging, high-content, 3617.4 mouse cells; z-score, hits read low; actives 0.47% (n = 220,000); AID 1381, 2008; test concentration mostly 20 µM; stimulated with dexamethasone, 1 µM; hits give low values;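 active = plate z-score of nuclear minus cytoplasmic receptor signal below a set negative limit, without overly bright fluorescence or cell loss, cut at about -3.5 in these data, passing the limit was not always enough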;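 also: z-score of nuclear minus cytoplasmic ring GR-EGFP intensity difference per well; some compounds called inactive have numbers as strong as hits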
#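 Schedule: 48 h induction, then 1 h compound, then 30 min agonist, 37 °C. Buffer or medium: tetracycline-free induction medium containing charcoal-stripped FBS. Reagent: 1.0 µM final dexamethasone stimulus. Evaluation: nuclear versus cytoplasmic GR-EGFP signal, averaged per well. Signal: high-content fluorescence imaging after fixation.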
# P. falciparum M17LAP: P. falciparum M17LAP inhibitors, primary screen, biochemical, fluorogenic H-Leu-NHMec substrate, 1536-well (AID 1619). Leucine aminopeptidase (Plasmodium falciparum (isolate 3D7)). recombinant M17LAP, H-Leu-NHMec fluorogenic kinetic assay; higher % means a stronger effect. inhibition, % at 30 µM; hits with a dose series show IC50 in µM. actives 0.38% (n = 220,000);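 active = compound inhibiting the enzyme by more than half at any dose during confirmatory dose-response retesting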;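 also: plate controls were full reaction with DMSO carrier for no effect and no enzyme background for full effect; strong numbers were not always called active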
# Insulin prom up: insulin promoter activators in MIN6 cells, imaging, high-content screening, mouse beta cells. MIN6 insulin promoter-GFP reporter; hits give high values. z-score at 5 µM. actives 0.3% (n = 190,000);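 active = z-score above 3 at 5 µM with at least 500 cells counted in the well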
# b-catenin transl: modulators of beta-catenin nuclear translocation, primary screen, imaging, HeLa cells, immunofluorescence, high-content | actives 0.3% (n = 190,000) | nuclear translocation activity, % at 5 µM | AID 1665, 2009;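 active = nuclear translocation activity above 50% at 5 µM, with a well cell count of 50 or more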;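 also: per-cell ratio of nuclear to cytoplasmic median beta-catenin stain intensity; plate controls were DMSO negative control for no effect and GSK-3 inhibitor IX positive control for full effect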
#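 assay system = human HeLa cells, endogenous beta-catenin | times = compound treatment 24 h, 37°C, 5% CO2 | detection = Anti-beta-catenin immunofluorescence on PFA-fixed, Triton-permeabilized cells, DAPI nuclei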
# ER stress rescue: rescue of cells from ER stress-induced death, primary screen, 384-well, CSM14.1, thapsigargin, ATP luminescence (AID 1222). CSM14.1 thapsigargin-induced death rescue, ATP luminescence; higher % means a stronger effect. cellular ATP content (survival), % at 20 µM, or EC50 in µM where a hit was titrated. 190,000 tested, under 10 active;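 active = EC50 below 50 µM in the dose-response confirmation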;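 also: death triggered by thapsigargin at about 15 µM added after 2 h compound pretreatment; cell ATP read after overnight thapsigargin exposure of roughly 18 to 22 hours; normalized against plate controls of thapsigargin alone and 5% DMSO vehicle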
# Autophagy HCS: autophagy modulators in MEF cells, primary screen, imaging, high-content, MEF GFP-LC3; AID 463193, 2010; actives 0.98% (n = 190,000); calls only at 10 µM (by protocol); MEF GFP-LC3 puncta imaging; test concentration mostly 10 µM;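 active = percentage of spot-positive cells more than 3 SD above its plate mean, without a fluorescence outlier flag or 80% toxicity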;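 also: spot-positive cell cutoff set from DMSO-treated cells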
# K1F lysis inhibition: inhibition of K1F phage lysis, E. coli UTI89, bacterial capsule biogenesis inhibitors, alamar blue (AID 488966). actives 0.02% (n = 340,000). inhibition, % at 100 µM, or IC50 in µM where a hit was titrated. E. coli UTI89 K1F phage lysis, alamar blue, 2 h; higher % means a stronger effect;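 active = phage lysis inhibition, versus mean bacterial control, above a set limit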;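 also: capsule biogenesis inhibitors block K1F phage lysis so surviving cells raise fluorescence; higher fluorescence means more inhibition of phage lysis; actives were called in the ten point dose series up to 300 µM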
# MT stabilize HCS: microtubule stabilizers in HeLa cells, primary screen, imaging, high-content imaging. HeLa tubulin immunostaining HCS, 24 h; share of cells brighter than vehicle mean+2SD. % tubulin-high responders, % at 10 µM. actives 0.83% (n = 200,000);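 active = plate Z-score above 3 for both tubulin-high and condensed-nucleus cell shares, with cell loss under 80%, at 10 µM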;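 also: anti alpha tubulin signal scored within the nucleus-defined area of each cell; some results filed as inactive read as strong as hits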
# Dynein transport cytoplasmic EGFP: recorded beside Dynein transport, whose call it bears; z-score; measured here: cytoplasmic GR-EGFP intensity; hits give high values
# Dynein transport nuclear GR-EGFP: also measured in Dynein transport; calls as there; z-score; measured here: nuclear GR-EGFP intensity;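 lower value marks the stronger effect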
# Dynein transport cell count: recorded beside Dynein transport, whose call it bears; z-score; measured here: cell count per field
# Insulin prom up cell count: also measured in Insulin prom up; calls as there; cell count; measured here: cytotoxicity, nuclei count;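 total cells summed across four imaged fields per well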
# b-catenin transl cell count 5 µM: second read-out of b-catenin transl, no call of its own (marks repeat the call); cell count; measured here: cell count, cytotoxicity flag
# MT stabilize HCS Hoechst-high %: also measured in MT stabilize HCS; calls as there; % Hoechst-high responders; measured here: nuclear condensation Hoechst responders;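 share of cells brighter than vehicle mean plus two SD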
# MT stabilize HCS cytotoxicity %: second read-out of MT stabilize HCS, no call of its own (marks repeat the call); toxicity, %; measured here: cytotoxicity by cell density;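 0% = mean cell density of plate MIN control wells and 100% = no cells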
# Autophagy HCS cell loss 18 h: recorded beside Autophagy HCS, whose call it bears; toxicity, %; measured here: cell loss, nuclei count;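 cell loss after 18 h compound exposure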
# * hit, by the source's call; i = inactive; / = not tested or not shown; [ ] = another dose, or the depositor's remark. Rows were taken by chance, and some 2.9% of all compounds hit somewhere here.
SMILES,P. falciparum M1AAP,Dynein transport,Dynein transport cytoplasmic EGFP,Dynein transport nuclear GR-EGFP,Dynein transport cell count,P. falciparum M17LAP,Insulin prom up,Insulin prom up cell count,b-catenin transl,b-catenin transl cell count 5 µM,ER stress rescue,Autophagy HCS,Autophagy HCS cell loss 18 h,K1F lysis inhibition,MT stabilize HCS,MT stabilize HCS Hoechst-high %,MT stabilize HCS cytotoxicity %
CCc1ccccc1NC1Nc2cc(C)nn2S1 (stereo unspecified),-3%,0.85,-0.34,0.34,-0.0093,-3%,-1,1101,-1.1,1082,-0.8%,i,1,0.0%,1.5,2.4,5.2
Cc1ccsc1C(=O)N1CCC(CO)(Cc2ccccc2)CC1,2%,-1,-0.21,-0.7,1.2,12%,-0.88,1598,-1.2,995,-0.4%,i,5,0.6%,1.3,0.8,0.2
Cc1ccc(-c2nn(C)c(=O)c3ccccc23)cc1CNC(=O)Cn1nc(-c2ccccc2)c2ccccc2c1=O,1%,-0.48,-0.18,-0.9,-0.67,8%,-0.15,1440,1.1,1391,1.8%,i,2,/,2.4,2.4,9.7
O=c1cc(-c2ccc(O)cc2)oc2c([C@@H]3O[C@H](CO)[C@@H](O)[C@H](O)[C@H]3O)c(O)c([C@@H]3O[C@H](CO)[C@@H](O)[C@H](O)[C@H]3O)c(O)c12,0%,0.37,-0.25,0.5,0.59,41%,-0.57,973,3.5,532,-4.3%,i,-11,0.9%,3.1,1.2,7.3
O=C(CNCc1ccco1)Nc1ccc(Oc2ccccc2)cc1,1%,-0.32,-0.24,-0.47,0.72,9%,0.32,1101,-2.3,1072,-0.7%,i,6,1.0%,1.9,2.6,6.3
Cc1ccc(C)c(CSC2=NCCN2C(=O)c2cccs2)c1,1%,1.1,-0.18,0.1,-0.51,-3%,0.39,1322,1.4,1103,/,i,5,0.3%,3.7,2.2,7.9
Cc1ccc(-c2csc(/C=C3\SC(C)C(=O)N3CC(=O)Nc3ccccc3F)n2)cc1 (stereo unspecified),4%,-0.88,-0.75,-0.69,0.15,-9%,-0.22,992,0.5,1341,/,/,/,0.3%,/,/,/
COc1ccc(C(=O)OC(C)C(=O)Nc2cc(C(F)(F)F)ccc2Cl)c(OC)c1OC (stereo unspecified),-1%,-0.79,-0.23,-0.61,0.2,-8%,0.27,1479,-1.3,1114,-1.3%,i,9,2.9%,3.6,2.5,9.7
CCOC(=O)Cc1n[nH]c(=O)c2ccccc12,3%,-0.61,-0.023,-0.14,1.2,2%,0.28,1329,-0.8,1145,-9.2%,i,10,0.8%,3.7,2.5,2.9
COc1ccc(C2CC(C(F)(F)F)n3nc(C(=O)Nc4c(C)n(C)n(-c5ccccc5)c4=O)c(Cl)c3N2)cc1 (stereo unspecified),0%,-0.67,-0.31,-0.77,0.75,2%,0.32,1438,/,/,-0.1%,i,-11,/,4.7,3.7,8.7
CC(C)(C)C1CCc2sc(C(=O)NNC(=O)CCl)cc2C1 (stereo unspecified),7%,-0.73,-0.14,0.38,-0.85,-7%,1.2,1032,-0.3,1056,/,i,15,-0.1%,12,11,12
O=C(Nc1ccccc1Sc1ccccc1)c1ccccc1,4%,0.15,-0.11,0.18,0.27,0%,/,/,/,/,-0.8%,i,6,0.0%,1.0,1.0,2.2
Cc1cc(C)nc(N/N=C/c2cn[nH]c2-c2ccccc2)n1,7%,-0.93,-0.25,-0.41,0.24,11%,-0.84,1396,-3.0,1187,/,/,/,0.2%,/,/,/
CCc1nnc(NC(=O)CSc2nnc(CNc3cccc(C)c3)n2-c2ccccc2)s1,1%,-0.33,-0.23,-0.14,0.65,-4%,0.29,922,1.8,1159,-0.8%,i,7,0.4%,1.9,1.5,4.3
Cc1cc(C)cc(NC(=O)C(NCCN2CCOCC2)c2ccccc2)c1 (stereo unspecified),2%,-0.45,-0.37,-0.4,1.1,-5%,-0.62,1359,0.0,1117,-1.9%,i,7,0.2%,3.9,1.7,6.2
Cc1[nH]n(C)c(=O)c1C(=O)c1c(-c2c(Cl)cccc2Cl)noc1C,5%,-0.37,-0.14,-0.4,0.34,6%,0.26,1395,-1.2,1053,/,/,/,-2.2%,/,/,/
COC(=O)c1sc(NC(=O)c2cc(-c3ccccc3)nc3ccccc23)c(C#N)c1C,12%,-0.13,-0.19,-0.23,1,-9%,0.92,1448,-2.5,796,0.1%,i,12,4.3%[50 µM],4.7,3.9,11
COC(=O)CN(c1cccc(C(C)=O)c1)S(C)(=O)=O,-1%,0.084,0.098,0.33,0.43,2%,0.08,1270,-1.1,1032,2.4%,i,1,-0.1%,3.7,3.4,3.8
Cc1cc(/C=C2/NC(=O)N(Cc3ccccc3F)C2=O)c(C)n1C(C)C,10%,0.57,-0.14,1.1,-0.8,26%,0.69,1319,-0.6,531,-1.9%,i,12,0.2%,3.8,1.4,5.9
CC(=O)c1ccc(NC(=S)NCc2cccnc2)cc1,-4%,0.61,-0.31,0.53,-0.28,-2%,-0.76,1629,7.9,974,-1.3%,i,31,0.1%,5.0,1.2,8.3
CNC(=O)Cn1c(C)cc(=O)c2cccc(OC)c21,-1%,0.7,-0.26,0.096,-0.62,-4%,-0.2,1457,-1.3,1166,/,/,/,/,/,/,/
COc1ccc(OC)c(S(=O)(=O)N2CCC(C(=O)Nc3ccccc3)CC2)c1,-10%,1.4,0.17,1.4,-2.6,-16%,0.21,1596,0.4,1503,0.9%,i,-7,1.5%,2.2,1.9,0.9
COc1ccc(C2N=C(N)N=C(N)N2c2ccccc2)cc1OC (stereo unspecified),19%,-0.094,-0.008,0.14,0.31,7%,/,/,-0.6,1108,-1.5%,i,-9,2.5%,2.2,2.1,4.9
CN(C)CCN1C(=O)C(=O)/C(=C(/O)c2ccc(F)cc2)C1c1ccccc1 (stereo unspecified),3%,0.75,-0.11,0.62,-1.1,23%,/,/,-2.5,1036,-0.5%,i,18,1.5%,3.5,2.2,8.5
Cc1ccc(/C=C2/C(=O)c3ccc(C(=O)O)cc3C2=O)o1,/,-0.29,-0.3,0.31,0.34,/,0.26,1535,-0.4,1082,0.2%,i,-5,0.8%,2.3,2.5,2.8
# Remaining list, next part
SMILES,P. falciparum M1AAP,Dynein transport,Dynein transport cytoplasmic EGFP,Dynein transport nuclear GR-EGFP,Dynein transport cell count,P. falciparum M17LAP,Insulin prom up,Insulin prom up cell count,b-catenin transl,b-catenin transl cell count 5 µM,ER stress rescue,Autophagy HCS,Autophagy HCS cell loss 18 h,K1F lysis inhibition,MT stabilize HCS,MT stabilize HCS Hoechst-high %,MT stabilize HCS cytotoxicity %
O=C(Nc1ccc(C(F)(F)F)cc1)c1cccnc1N1CCOCC1,-2%,-0.49,-0.29,-0.075,0.38,9%,/,/,/,/,-1.2%,i,6,0.8%,3.5,2.3,6.2
Cc1ccccc1NS(=O)(=O)c1ccc(C(=O)N2CCN(c3ccccn3)CC2)cc1,6%,0.26,-0.27,-0.0046,-0.82,-1%,0,1251,-2.1,1105,0.5%,i,10,0.0%,2.4,3.0,5.0
COc1ccc(CNc2oc(-c3cccc4ccccc34)nc2C#N)cc1,19%,-0.82,-0.23,-0.95,0.0061,12%,/,/,0.5,954,-2.1%,i,3,3.5%,3.5,1.1,0.3
Cc1ccc(C)c(S(=O)(=O)ON2C(=O)c3ccccc3C2=O)c1,4%,-3.6*,0.5*,-1.6*,0.12*,-5%,-0.47,1434,0.0,1162,-1.4%,i,6,0.0%,4.4,2.6,2.5
CSc1nnc(-c2cc(-c3ccc(C)cc3)nc3ccccc23)o1,-2%,-0.76,-0.18,0.13,-0.55,-20%,0.66,1263,/,/,-1.6%,i,-3,2.2%[50 µM],1.3,1.7,0.5
CC(C)(C)c1ccc(NC(=O)COC(=O)CCc2nc3ccccc3c(=O)[nH]2)cc1,6%,0.18,-0.3,-0.16,0.14,2%,0.02,1225,-0.2,485,-3.7%,i,-13,-1.6%,1.2,2.1,7.2
O=C(N/N=C/c1ccc(-c2ccc([N+](=O)[O-])cc2)o1)[C@H]1C[C@@H]1c1ccccc1,6%,0.098,3,1.4,-1.8,17%,1,951,1.3,1257,/,/,/,-0.2%[50 µM],/,/,/
CCOc1ccc(CCNC(=O)COC(=O)c2ccc(OC)c(OC)c2OC)cc1OCC,0%,1.2,-0.25,0.2,-0.22,-7%,-0.69,1378,1.3,1088,0.0%,i,0,0.4%,4.8,1.4,7.0
Cc1ccccc1Cn1ccc(NC(=O)c2cc3nc(-c4ccco4)cc(C(F)(F)F)n3n2)n1,9%,-1.5,1.4,-0.51,-2.9,-7%,-0.28,974,-4.1,975,-1.3%,i,50,1.4%,i,/,100
CC1(C)Cc2c(sc3nnn(Cc4ccccc4)c(=O)c23)CO1,14%,-0.52,-0.2,-0.27,0.56,10%,/,/,-1.8,935,-2.3%,i,0,4.3%,4.9,2.2,5.2
Cc1ccc2c(c1)NC(c1cccs1)C1=C(CC(C)(C)CC1=O)N2 (stereo unspecified),9%,0.78,0.18,0.66,0.19,16%,0.01,1579,-3.1,1055,-0.9%,i,15,0.4%,2.4,2.4,12
